Screens as filed in PubChem.
POLB inh = qHTS Assay for Inhibitors of DNA Polymerase Beta. 340,000 tested, 1.3% active. Potency, µM (top dose mostly 114 µM), without a hit: at the highest dose activity change, negative = inhibition, hits mostly inhibitors. P06746. Pol beta primer extension/strand displacement, fluorescence kinetic; further: on the % scale 0 is the no-effect control and ±100 the full control effect
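Human Pol beta at 10 nM; strand-displacement substrate 50 nM final. Compound exposure 15 min at room temperature before start, reaction 10 min at room temperature.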
Pol iota inh = qHTS for Inhibitors of Polymerase Iota. DNA polymerase iota (Homo sapiens), Q9UNA4. Pol iota fluorescent replication assay, 10 min. Potency, µM (series often up to 115 µM), without a hit: at the top dose activity, negative = inhibition, most hits filed as inhibitors. 390,000 tested, 1% active. AID 588590, 2011
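Pol iota at 10 nM preincubated 15 min with compounds at room temperature; reaction started with fluorescent substrate, 50 nM final. Fluorescence read kinetically at 0 and 10 min; buffer-only wells as negative control.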
POLK inh = qHTS for Inhibitors of Polymerase Kappa; 400,000 tested, 0.53% active; Potency, µM (highest dose often 107 µM), for the others: at the top dose activity, negative = inhibition, hits mostly inhibitors; purified Pol kappa, fluorescent DNA synthesis assay, 10 min; DNA polymerase kappa (Homo sapiens), Q9UBT6; further: on the % scale 0 is the no-effect control and ±100 the full control effect
Target sequence (Q9UBT6 whole entry, looked up): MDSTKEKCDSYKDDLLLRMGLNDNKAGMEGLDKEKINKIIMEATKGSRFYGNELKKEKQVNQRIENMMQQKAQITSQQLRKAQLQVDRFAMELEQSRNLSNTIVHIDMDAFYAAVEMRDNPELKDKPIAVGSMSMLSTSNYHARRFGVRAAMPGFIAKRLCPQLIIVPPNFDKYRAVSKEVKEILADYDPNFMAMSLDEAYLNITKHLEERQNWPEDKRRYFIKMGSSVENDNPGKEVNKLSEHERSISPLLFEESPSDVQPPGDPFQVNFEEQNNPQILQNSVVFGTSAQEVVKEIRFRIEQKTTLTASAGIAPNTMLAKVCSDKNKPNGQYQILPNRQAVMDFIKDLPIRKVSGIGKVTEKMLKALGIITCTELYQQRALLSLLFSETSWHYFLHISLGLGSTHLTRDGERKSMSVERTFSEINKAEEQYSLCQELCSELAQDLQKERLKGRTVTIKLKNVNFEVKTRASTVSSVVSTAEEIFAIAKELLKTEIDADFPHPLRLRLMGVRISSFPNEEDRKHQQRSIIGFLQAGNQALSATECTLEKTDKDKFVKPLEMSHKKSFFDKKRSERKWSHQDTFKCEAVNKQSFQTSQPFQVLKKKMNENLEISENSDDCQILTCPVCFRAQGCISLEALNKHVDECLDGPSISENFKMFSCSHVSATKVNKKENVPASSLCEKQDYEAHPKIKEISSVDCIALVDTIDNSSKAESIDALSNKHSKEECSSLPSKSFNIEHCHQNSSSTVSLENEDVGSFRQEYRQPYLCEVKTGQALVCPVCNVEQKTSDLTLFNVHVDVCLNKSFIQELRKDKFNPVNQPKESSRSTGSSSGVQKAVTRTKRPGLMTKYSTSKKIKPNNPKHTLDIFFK
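Inhibition of 10 nM Pol kappa is measured by a fluorescent read-out at 0 and 10 min following addition of 50 nM substrate (final), with a 15-min room-temperature compound preincubation.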
APE1 inh = qHTS Assay for Inhibitors of the Human Apurinic/apyrimidinic Endonuclease 1 (APE1); DNA repair nuclease/redox regulator APEX1 (Homo sapiens), P27695; recombinant APE1, TAMRA/BHQ-2 abasic DNA cleavage fluorescence; Potency, µM (top dose mostly 65.8 µM), inactives show at the highest dose activity change, negative = inhibition, actives largely listed as inhibitors; 350,000 tested, 0.35% active;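 further: plate controls were vehicle for no effect and reference inhibitor for full effect; nearly all actives have a fitted effect of over 55% in size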
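Incision of a quenched TAMRA/BHQ-2 THF abasic-site duplex (50 nM) by 0.75 nM APE1, after 15 min compound preincubation, measured as fluorescence increase over three 60 s reads. Values normalized to buffer, DMSO and NSC13755 control wells.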
BLM helicase inh = qHTS Assay for Inhibitors of Bloom's syndrome helicase (BLM); 350,000 tested, 0.2% active; recombinant BLM DNA unwinding, fluorescence dequenching; RecQ-like DNA helicase BLM (Homo sapiens), P54132; Potency, µM (highest dose often 56.1 µM), inactives show at the top dose activity change, negative = inhibition, hits mostly inhibitors;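 further: plate controls were vehicle for no effect and no enzyme for full effect; nearly all actives have a fitted effect of over 35% in size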
Anesthetic bind = qHTS Assay for Identification of Novel General Anesthetics | Ferritin light chain (Equus caballus), P02791 | apoferritin/1-aminoanthracene competitive binding, fluorescence | Potency, µM (highest dose often 77.5 µM), without a hit: at the highest dose activity change, negative = displacement, most hits filed as inhibitors | 350,000 tested, 0.074% active | AID 485281, 2010; further: on the % scale 0 is the no-effect control and ±100 the full control effect; nearly all actives have a fitted effect of over 20% in size
Target sequence (P02791 2-175 limits assumed): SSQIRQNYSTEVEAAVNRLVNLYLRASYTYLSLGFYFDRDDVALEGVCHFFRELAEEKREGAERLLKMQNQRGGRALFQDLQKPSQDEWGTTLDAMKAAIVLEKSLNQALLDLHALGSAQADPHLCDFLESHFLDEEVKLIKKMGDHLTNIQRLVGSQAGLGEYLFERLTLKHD
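Apoferritin-based anesthetic binding model; compound displacement of fluorescent 1-AMA measured as endpoint fluorescence after 10 minutes at room temperature, scaled to free-ligand and complex controls.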
POLH inh = qHTS for Inhibitors of Polymerase Eta. recombinant Pol eta, fluorescent DNA replication assay. Potency, µM (titrated, usually from 114 µM), without a hit: at the top dose activity change, negative = inhibition, hits mostly inhibitors. DNA polymerase eta (Homo sapiens), Q9Y253. AID 588591, 2011. 390,000 tested, 1.2% active; further: on the % scale 0 is the no-effect control and ±100 the full control effect
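Pol eta at 10 nM preincubated with compounds 15 min at room temperature; reaction started with fluorescent substrate (50 nM final) and read kinetically at 0 and 10 min.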
G9a inh = qHTS Assay for Inhibitors of Histone Lysine Methyltransferase G9a | Histone-lysine N-methyltransferase EHMT2 (Homo sapiens), Q96KQ7 | G9a H3K9 monomethylation, AlphaScreen, 2 h | Potency, µM (highest dose often 102 µM), for the others: top-dose activity, negative = inhibition, hits mostly inhibitors | 350,000 tested, 8.8% active; further: on the % scale 0 is the no-effect control and ±100 the full control effect; nearly all actives have a fitted effect of over 75% in size
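Quantitative HTS format: methyltransferase activity on a biotin-tagged H3K9 peptide is measured by AlphaScreen, using a rabbit anti-monomethyl-H3K9 antibody with streptavidin donor and anti-IgG acceptor beads. Final levels are 20 nM enzyme, 500 nM peptide, 20 uM SAM; 2 h RT.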
BAZ2B block = qHTS Assay for Inhibitors of BAZ2B. AlphaScreen BAZ2B-H3K14Ac peptide displacement. Potency, µM (top dose mostly 114 µM), without a hit: at the highest dose activity change, negative = inhibition, usual class: inhibitors. 360,000 tested, 4.4% active. AID 504333, 2011; further: on the % scale 0 is the no-effect control and ±100 the full control effect; nearly all actives have a fitted effect of over 60% in size
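Complex of BAZ2B and biotin-H3K14Ac (50 nM apiece) forms over 30 min at RT, then faces library compounds up to 110 uM for another 30 min; AlphaScreen beads added, 20 min dark incubation, luminescence read.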
Numbers without * were called inactive; u = inconclusive; x = no result given; & = joins results of further samples; [ ] = remark or other dose. The call rests on the fitted dose curve; in most records, active means well fitted curve in the direction sought with a large enough effect; inconclusive means small, poorly fitted or top-dose-only effect, or another doubt; inactive means no such curve, though single readings can be large; an effect the other way counts as inactive or inconclusive. Potency means the concentration at half of the fitted maximal effect. This is a subset; rates above refer to the full screens.

SMILES	POLB inh	Pol iota inh	POLK inh	APE1 inh	BLM helicase inh	Anesthetic bind	POLH inh	G9a inh	BAZ2B block
Cc1cc(C)n(-c2nc(SCCN(C)C)c3c4c(sc3n2)COC(C)(C)C4)n1	16%	2%	-6%	-6%	22%	u	-4%	-35%[59 µM]	5%
CN1CCN(c2ccc(S(=O)(=O)N3CCCCC3)cc2NC(=O)/C=C/c2ccc(Cl)c([N+](=O)[O-])c2)CC1	x	-1%	-7%	0%	x	x	-16%	35µM*	u
O=C(Nc1cccc(C(F)(F)F)c1)c1scc2c1OCCO2	17%	106%[activator]	-23%	-1%	-7%	-5%	-16%	1%	1%
COc1ccc2nc(SCc3ccccc3)nc(C)c2c1	-28%	95%[activator]	-6%	-5%	-6%	3%	-7%	285%[activator][59 µM]	199%[activator]
O=C(Nc1cccnc1)c1cc(-c2cc(Cl)ccc2O)n[nH]1	u	-15%	5%	-2%	-12%	1%	-16%	u	-18%
Cc1cnc(C(=O)OCC(=O)c2ccc(F)c(F)c2)cn1	x	36%[activator]	-7%	16%	x	x	-1%	-5%	-37%
CC(NC(=O)c1ccc(F)cc1)c1nc2ccccc2[nH]1 (stereo unspecified)	-6%	-13%	-20%	x	3%	1%	-5%	-3%[59 µM]	1%
CCc1ccccc1N(CC(=O)NC(C)(C)C)C(=O)CCC(=O)Nc1ccccn1	17%	6%	7%	-9%	-1%	-7%	-2%	x	15%
Cc1ccc2oc(=O)c(S(=O)(=O)c3ccc(F)cc3)cc2c1	35%	4%	3%	x	-3%	-7%	-3%	-19%[59 µM]	-9%
COCCNC(=O)c1ccc2ccccc2n1	93%	31%[activator]	-17%	8%	-1%	-6%	2%	-35%[59 µM]	4%
COc1ccc(NC(=O)CN(C)C(=O)c2cn(-c3ccccc3)nc2-c2cccs2)cc1	x	-4%	-17%	-4%	x	x	-10%	-33%	-9%
Cc1ccc(SCc2nc(-c3ccccc3)no2)cc1	-12%	-8%	-12%	-5%	-7%	-14%	-6%	33%[12.7 µM]	213%[activator]
Cn1/c(=N/NC(=O)c2cccc(OC(F)F)c2)sc2ccccc21	23%	17%	-16%	-2%	-2%	5%	-6%	u	-6%
COc1ccccc1NC(=O)CSc1nnc2ccccn12	x	19%	0%	-17%	x	x	1%	21%[59 µM]	1%
COc1ccc2[nH]c3c(c2c1)CCN1C(=O)C(CC(=O)NCCCN(C)C)C[C@H](C(=O)N2CCCCC2)[C@@]31CCc1ccccc1 (stereo partly specified)	x	-6%	1%	21%	x	x	-10%	x	x
O=C(COc1ccc(Cl)cc1Cl)NN1C(=O)/C(=C\c2ccc(Cl)cc2)SC1=S	-4%	u	-1%	-1%	3%	1%	-23%	44%[activator][59 µM]	-15%
COc1ccc(S(=O)(=O)CC(=O)Nc2nnc(C(F)(F)F)s2)cc1	4%	-3%	-3%	20%	-5%	-1%	-5%	14%	-4%
CCOc1ccccc1N(CC(=O)Nc1cccc2ccccc12)S(C)(=O)=O	39%	26%	-4%	30%	-8%	-8%	-19%	-9%	-15%
CCCCn1nc2cc(C(=O)NCc3ccccc3OC)ccc2c1OCC	3%	5%	-2%	-4%	2%	-8%	-4%	6%[59 µM]	0%
CCn1c(=NC(=O)c2cccc(N3C(=O)CCC3=O)c2)sc2c(OC)ccc(OC)c21	-27%	-1%	-7%	-1%	1%	-6%	-1%	-19%	2%
Cc1ccc(CNC(=O)C2c3ccccc3C(=O)N(C)C2c2c[nH]c3ccccc23)o1 (stereo unspecified)	4%	23%	-3%	2%	-5%	-20%	-23%	u	u
CCn1c(C(=O)O)c(CC(=O)N(C)c2ccc(OC)cc2OC)c2ccccc21	3%	-8%	-9%	3%	-2%	-4%	-3%	-12%	-10%
COc1ccc(OC)c(C2C(C(=O)c3cccs3)=C(O)C(=O)N2CCN(C)C)c1 (stereo unspecified)	4%	23%	-4%	-2%	-5%	-16%	-5%	50µM*	12%
Cc1c(C(=O)Nc2nnc(C(F)(F)F)s2)oc2ccccc12	7%	-11%[58.9 µM]	-2%	-2%	-4%	-3%	-13%	u	4%
CCOC(=O)C1=C(C)N(CCCCCC(=O)O)C(=O)NC1c1ccc(Br)cc1 (stereo unspecified)	-5%	24%	4%	29%	-2%	-1%	-13%	50µM*	-7%
Continuation.
SMILES	POLB inh	Pol iota inh	POLK inh	APE1 inh	BLM helicase inh	Anesthetic bind	POLH inh	G9a inh	BAZ2B block
O=C(CCC(=O)N1CCSc2ccccc21)NCc1ccccc1	0%	16%	9%	0%	0%	-19%	-12%	-3%	-34%
COc1ccc(CNC(=O)C(c2ccncc2)N(C(=O)Cc2cccs2)c2cccnc2)cc1 (stereo unspecified)	-5%	14%	-16%	-10%	-3%	-10%	-10%	-6%[12.7 µM]	-6%
C=C1C(=O)OC2C[C@@]3(C)CCCC(C)C3=CC12 (stereo partly specified)	x	x	-10%[60.1 µM]	15%	-3%	u	x	x	x
CC(C)c1nn2c(=O)cc(COc3cccc(NC(=O)c4ccco4)c3)nc2s1	-4%	26%	0%	66%[activator]	-2%	-15%	-10%	14%	-1%
Cc1ccc(N2C(=O)CC(n3ccnc3)C2=O)cc1C (stereo unspecified)	15%	u	-1%	12%	-4%	-7%	-7%	x	-6%
O=C(Nc1nc(-c2ccc(Cl)cc2)cs1)C1=COCCO1	x	12%	-9%	-10%	x	x	2%	-4%[0.501 µM]	-11%
CN(Cc1cnc2nc(N)nc(N)c2n1)c1ccc(C(=O)N[C@H](CCC(=O)O)C(=O)O)cc1	x	x	-4%[12 µM]	-1%[21 µM]	-4%[21.4 µM]	72%[activator][29.3 µM]	x	-7%[21.5 µM]	x
CCOC(=O)c1ccc(NS(=O)(=O)c2ccc(Cl)nc2)cc1	-1%	x	x	2%	-11%	-5%	x	-17%	-13%
CCOC(=O)c1scc(-c2ccccc2)c1S(=O)(=O)N1CCN(c2ccc(Cl)cc2)CC1	u	24%	-2%	x	-7%	-7%	-25%	13µM*	-31%
Cc1ccccc1Nc1nc(-c2cccnc2)nc2ccccc12	0%	27%	1%	-4%	-1%	-6%	-13%	x	-2%
COc1ccc2nc(/N=C(\N)NC(=O)N3c4ccccc4Sc4ccccc43)nc(C)c2c1	-8%	-4%	-8%	3%	13%	-5%	-7%	u	-32%
COc1ccccc1CN1COc2ccc3c(C)cc(=O)oc3c2C1	-8%	7%	0%	x	-12%	x	-13%	u	-17%
CCOC(=O)c1c(C)[nH]c(C)c1C(=O)COC(=O)c1cccnc1SC	x	-10%	-11%	13%	x	x	-15%	12%[59 µM]	-36%
CC(=O)c1cccc(OCc2cc(C(=O)NC3CCN(Cc4ccccc4)CC3)no2)c1	7%	30%	8%	-18%	1%	u	-9%	-2%[0.501 µM]	-29%
CCCS(=O)(=O)c1c(S(=O)(=O)CCC)c2cc(CC)ccn2c1C(=O)OC	1%	12%	-10%	-2%	-2%	u	-13%	-29%	-16%
COc1ccc(S(=O)(=O)N2CCOCC2)cc1NC(=O)CN1C(=O)NC2(CCCC2)C1=O	x	44%[activator]	18%	3%	x	x	-4%	88%[activator][12.7 µM]	54%[activator]
CC(C)COc1cccc(C(=O)Nc2ccc(S(=O)(=O)N3CCOCC3)cc2)c1	u	-7%	-16%	-7%	-16%	u	-15%	-6%[12.7 µM]	4%
Cc1nn(-c2ccccc2)c2c1C1(C(=O)N3c4c(cccc41)C(C)CC3(C)C)C(C#N)=C(N)O2 (stereo unspecified)	u	4%	-8%	-2%	0%	u	-20%	10µM*	u
CCSc1nnc(NC(=O)CSc2nc3c(c(=O)n2C)SC(C)C3)s1 (stereo unspecified)	0%	4%	-5%	-4%	0%	-6%	12%	1%[59 µM]	-3%
O=C(Cn1c(=O)n(-c2ccccc2)c(=O)c2c3c(sc21)CCC3)c1ccc(Br)cc1	0%	-3%	-16%	x	-3%	-10%	1%	-8%[59 µM]	-16%
CC(=O)c1ccc(N2CCN(c3ccc4cc(S(=O)(=O)N5CCC(C)CC5)ccc4n3)CC2)cc1	-2%&-2%	-21%&27%	5%&-6%	34%	-3%&-11%	-2%&-2%	u	18µM*	u
Cc1ccc(C(=O)N2CCN(C34CC5CC(CC(C5)C3)C4)CC2)o1	6%	-15%	-5%	7%	-6%	-13%	-10%	x	5%
Cc1cc(C)c(NC(=O)CSc2nnnn2-c2cccnc2)c(C)c1	13%	11%	-15%	-11%[12.4 µM]	3%	-12%	-5%	-2%[59 µM]	1%
Cc1cccc2c(=O)cc(C(F)(F)F)[nH]c12	38%	12%	6%	17%	-8%	9%	-4%	x	6%
CC1Cc2ccccc2N1C(=O)CSc1nncs1 (stereo unspecified)	x	4%	4%	4%	x	x	-8%	8%[12.7 µM]	10%

Random excerpt: 6 compounds from above.
SMILES	POLB inh	Pol iota inh	POLK inh	APE1 inh	BLM helicase inh	Anesthetic bind	POLH inh	G9a inh	BAZ2B block
CCn1c(=NC(=O)c2cccc(N3C(=O)CCC3=O)c2)sc2c(OC)ccc(OC)c21	-27%	-1%	-7%	-1%	1%	-6%	-1%	-19%	2%
Cc1nn(-c2ccccc2)c2c1C1(C(=O)N3c4c(cccc41)C(C)CC3(C)C)C(C#N)=C(N)O2 (stereo unspecified)	u	4%	-8%	-2%	0%	u	-20%	10µM*	u
Cc1cc(C)c(NC(=O)CSc2nnnn2-c2cccnc2)c(C)c1	13%	11%	-15%	-11%[12.4 µM]	3%	-12%	-5%	-2%[59 µM]	1%
CCOC(=O)c1scc(-c2ccccc2)c1S(=O)(=O)N1CCN(c2ccc(Cl)cc2)CC1	u	24%	-2%	x	-7%	-7%	-25%	13µM*	-31%
CN(Cc1cnc2nc(N)nc(N)c2n1)c1ccc(C(=O)N[C@H](CCC(=O)O)C(=O)O)cc1	x	x	-4%[12 µM]	-1%[21 µM]	-4%[21.4 µM]	72%[activator][29.3 µM]	x	-7%[21.5 µM]	x
Cc1ccc(C(=O)N2CCN(C34CC5CC(CC(C5)C3)C4)CC2)o1	6%	-15%	-5%	7%	-6%	-13%	-10%	x	5%
